GSK3A inh = human GSK-3 alpha kinase inhibition. P49840. ADP-Glo luminescence, 60 min. inhibition, % at 10 µM. hit rate 0.1% among 320,000. AID 2650;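 in the data active = inhibition above about 50%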;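 also: GST-tagged GSK-3 alpha with peptide substrate and 25 µM ATP; 0% = DMSO neutral wells and 100% = GW8510 positive control wells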
Target sequence (P49840 whole entry, looked up): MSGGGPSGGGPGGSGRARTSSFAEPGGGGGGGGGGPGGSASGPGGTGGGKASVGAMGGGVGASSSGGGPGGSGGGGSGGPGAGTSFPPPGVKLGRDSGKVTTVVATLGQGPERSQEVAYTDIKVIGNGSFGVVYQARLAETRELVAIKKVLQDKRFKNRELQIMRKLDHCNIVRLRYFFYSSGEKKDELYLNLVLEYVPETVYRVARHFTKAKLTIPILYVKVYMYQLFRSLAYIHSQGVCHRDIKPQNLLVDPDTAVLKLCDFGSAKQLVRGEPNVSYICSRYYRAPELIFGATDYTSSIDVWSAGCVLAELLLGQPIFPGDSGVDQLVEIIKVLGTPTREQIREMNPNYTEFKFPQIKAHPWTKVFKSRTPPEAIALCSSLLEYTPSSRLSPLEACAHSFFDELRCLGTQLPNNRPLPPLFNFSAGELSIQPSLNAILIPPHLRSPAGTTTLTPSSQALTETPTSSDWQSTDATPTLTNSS
KLF5 inh = inhibitors of KLF5 expression; hit rate 0.23% among 290,000; DLD-1 KLF5 promoter-luciferase reporter, luminescence; AID 1700; inhibition, % at 5 µM;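 active = inhibition above a per-plate limit of that plate's mean compound inhibition plus 3 SD, cut at about 60% in these data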;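 also: 0% = DMSO wells and 100% = LY294002 at 200 µM; higher means less KLF5 promoter-driven luciferase light; inactives centre near -14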
HSF1 inh = HSF1 inhibition; NIH3T3-HGL HSE-luciferase, MG132-induced, luminescence 8 h; hits give low values; activity change, negative = inhibition, % at 7.5 µM (by protocol); hit rate 0.77% among 300,000; AID 2098;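 active = more than half of replicate wells show activity change below -50%, luminescence cut by over half; inconclusive = some wells, but at most half, below -50%; inactive = no replicate well below -50%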;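 also: luciferase reports HSF-1 transcriptional activity via heat shock element; 0% = median of DMSO wells and -100% = zero luminescence signal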
HSP90 inh = inhibitors of HSP90 luciferase refolding in rabbit reticulocyte lysate; luciferase refolding luminescence, 3 h; inhibition, % at 5.6 µM; hit rate 0.91% among 290,000; AID 1789;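 active = inhibition above the screen-wide mean plus 3 SD, computed separately per campaign, cut at about 16% in these data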;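 also: 0% = DMSO wells and 100% = 60 µM geldanamycin wells; inhibitors lower the luminescence because luciferase stays unfolded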
aSyn UTR inh = MLPCN primary screen, SNCA 5' untranslated region; alpha-synuclein 5'UTR reporter, inhibitor activity; inhibition, % (tested at 7.5 µM); hit rate 0.82% among 300,000; AID 1813; in the data active = inhibition above about 60%; inconclusive = no clear call, values can overlap the other calls;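 also: H4 neuroglioblastoma cells stably carrying SNCA 5'UTR luciferase fusion; 0% = DMSO wells and 100% = positive control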
HSF1 activator = increases HSF-1 driven luciferase reporter signal. NIH3T3-HGL HSF-1 luciferase reporter, MG132, 8 h; 100% = twice DMSO control signal. activation, % at 9 µM. hit rate 1.7% among 300,000. AID 504408;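 active = mean replicate activation of at least 50% with a set share of replicates each reaching 50%; inconclusive = only one of those two conditions met; inactive = mean below 50% and too few replicates reaching it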;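 also: 0% = median of the neutral control wells and 100% = twice that signal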
DYRK1A inh = blocks rat Dyrk1A kinase activity; Q63470; ADP-Glo luminescence, NFATc1 peptide; inhibition, % at 12.5 µM; hit rate 0.43% among 310,000; in the data active = inhibition above about 50%;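 also: plate controls were vehicle with enzyme for no effect and no enzyme for full effect; many of its hits are not listed in these tables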
GSK3beta inhib = human GSK3beta kinase inhibition | P49841 | GST-GSK3beta kinase, ADP-Glo luminescence, 60 min; hits give low values | activity score (negative = inhibition), % at 10 µM | hit rate 0.038% among 300,000 | AID 2097;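 active = more than half of replicate wells score below -50%, meaning over 50% inhibition versus plate controls; inconclusive = some replicates but at most half score below -50%; inactive = no replicate scores below -50%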;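 also: 0% = median DMSO wells and -100% = median GW8510 positive control wells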
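Assay system: GST-fused GSK3beta enzyme, cell-free / Medium: Tris pH 7.5 buffer with MgCl2, DTT, BSA, heparin / Also added: peptide substrate plus 25 µM ATP (final) / Compound: 10 µM single point / Timing: kinase reaction with compound 60 min at room temperature / Detection: ADP-Glo luminescence / Benchmarks: DMSO neutral wells and GW8510 at 20 µM as positive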
IEC-6 cytotox = counter-screen for KLF5 inhibitors: cytotoxicity in IEC-6 cells; IEC-6 cytotoxicity, luminescence viability; inhibition, % at 5 µM; hit rate 0.78% among 290,000; in the data active = inhibition above about 22%;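 also: 0% = plate median of test compound wells and 100% = cytotoxic reference compound wells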
Platelet DG rel = modulates dense granule release in human platelets; inhibition, %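 (compounds screened at 7.5 µM in platelet-rich plasma)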; human platelet-rich plasma, SFLLRN dense granule ATP release, luminescence; hit rate 0.22% among 300,000;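 active = mean replicate score, as percent of positive control, at or above 50; inconclusive = mean below 50 but at least one replicate at or above 50; inactive = mean and every replicate below 50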
Starred values were filed as active, the others as inactive; ? = inconclusive; / = not tested or not shown.

entry	structure	GSK3A inh	KLF5 inh	HSF1 inh	HSP90 inh	aSyn UTR inh
1	CCCOc1ccc(C(CC(=O)O)NC(=O)c2ccc3c(c2)OCO3)cc1 (centres undefined)	-7.6	-8.5	-4.5	-3.2	12.2
2	COc1ccc2nc(C)cc(Nc3ccccc3O)c2c1	0.5	-30.6	-5.3	-3.1	13.0
3	COc1ccccc1NC(=O)CSCc1nc2ccccc2[nH]1	/	4.9	/	-0.4	12.8
4	Cc1ccc(NC(=O)c2cc3c(=O)oc4ccccc4c3s2)nc1	/	-48.4	54.4	-8.5	2.5
5	CCOc1ccc(/C=C/C(=O)NCCc2ccc(OC)c(OC)c2)cc1	1.0	15.7	6.0	1.0	3.2
6	CC(=O)c1c(C)[nH]c(C(=O)COc2cc(C)ccc2C(C)C)c1C	2.8	-10.5	-5.3	3.7	23.0
7	CCc1nn2c(N3CCOCC3)cc(C)nc2c1-c1ccccc1	0.0	-46.8	1.0	4.1	22.8
8	CC(C)CC1NC(=O)N(CC(=O)NC2CCCc3ccccc32)C1=O (centres undefined)	-0.5	-10.6	/	-1.5	4.9
9	C[C@]12CC(O)C3C(CCC4=CC(=O)CC[C@@]43C)C1CCC2c1csc(-c2ccccc2)n1 (some centres undefined)	-1.6	-13.6	-10.2	-0.6	5.2
10	CC1(C)CC(NC(=O)COc2ccc3ccccc3c2)CC(C)(C)N1	/	-40.1	-3.9	-0.6	-12.9
11	Cc1ccc(C)c2sc(N)nc12	-4.2	-13.2	1.1	2.6	12.9
12	O=[N+]([O-])c1ccc(O)c2cccnc12	-1.3	-17.7	4.4	-2.7	17.4
13	CC(=O)/C(=N/Nc1ccc(C)cc1)Sc1nnc(CCc2ccccc2)n1-c1ccccc1	/	-5.4	27.7	-3.0	15.7
14	CCN(CC(=O)Nc1cc(Cl)ccc1C)C(=O)CN1C(=O)NC2(CCCC2)C1=O	0.6	/	-3.5	/	-6.1
15	CCN(CC)CCCCCC(=O)Nc1ccccc1C(=O)Nc1ccccc1	0.8	-19.7	0.2	-2.9	-11.1

entry	HSF1 activator	DYRK1A inh	GSK3beta inhib	IEC-6 cytotox	Platelet DG rel
1	-6.7	10.5	2.6	-1.5	3.0
2	-7.7	12.6	-3.1	8.5	1.8
3	/	-10.4	1.8	5.3	4.9
4	96.5*	-0.2	2.1	8.5	-5.6
5	-7.3	0.9	1.6	3.4	-9.5
6	-19.4	-2.5	-5.6	16.7	-37.8
7	10.2	0.4	0.6	-4.4	-3.0
8	/	-4.2	-0.2	-5.0	-0.1
9	-3.6	-2.8	-0.2	5.2	-3.7
10	-4.7	2.5	0.8	1.6	-5.7
11	2.1	-4.2	0.9	-3.1	9.8
12	9.6	6.5	-2.0	4.8	0.5
13	?	5.8	-2.1	-3.2	1.7
14	-8.9	6.4	1.2	/	-1.0
15	3.8	-0.2	2.9	-4.8	2.0

Part of the list above with just HSP90 inh, HSF1 activator and aSyn UTR inh.
No.	SMILES	HSP90 inh	HSF1 activator	aSyn UTR inh
1	CCCOc1ccc(C(CC(=O)O)NC(=O)c2ccc3c(c2)OCO3)cc1 (centres undefined)	-3.2	-6.7	12.2
2	COc1ccc2nc(C)cc(Nc3ccccc3O)c2c1	-3.1	-7.7	13.0

Later entries.
entry	structure	GSK3A inh	KLF5 inh	HSF1 inh	HSP90 inh	aSyn UTR inh
16	Cc1ncc([N+](=O)[O-])n1CC(=O)Nc1ccc(F)cc1	1.2	-30.6	-73.9*	-7.0	-20.9
17	Cn1c(-c2ccc(F)cc2)cnc1NCc1ccccc1	0.8	-18.4	-13.5	-4.7	-29.9
18	CCCCN(C(C)=O)C1CC(=O)N(c2ccc(OCCC)cc2)C1=O (centres undefined)	8.6	6.9	-3.8	2.9	14.4
19	CC1Cn2c(nc3sc4c(c3c2=O)CCC4)N1CCO (centres undefined)	0.5	-38.9	-4.3	0.9	-7.6
20	Cn1c2ccccc2c2cnn(CC(=O)NCCCN3CCN(c4ccccc4F)CC3)c(=O)c21	-0.3	-27.4	-3.8	-0.3	26.9
21	COC(=O)C1Sc2[nH]c(=O)sc2C2c3ccccc3OC(=O)C12 (centres undefined)	-1.2	-0.8	-2.6	1.8	2.7
22	COc1ccc(/C=C/C(=O)O)cc1S(=O)(=O)NCc1ccco1	-2.2	-2.0	-1.9	-3.0	-10.5
23	COC(=O)C1=C(C)N(Cc2ccccc2)C(=O)N[C@H]1c1cccc(F)c1	-0.3	/	7.0	/	-9.2
24	COc1ccc(N2C(=O)C3CCCN3C2c2cccc(C)c2)cc1 (centres undefined)	-0.7	-38.5	-6.4	0.1	18.5
25	CC(C)CNS(=O)(=O)c1ccc(CCC(=O)Nc2cc(Cl)ccc2Oc2ccccc2)cc1	2.9	-16.4	10.7	-1.8	35.3
26	CCOC(=O)N1CCN(S(=O)(=O)c2ccc(F)c(C(=O)Nc3cc(C)cc(C)c3)c2)CC1	0.3	-34.2	10.9	0.1	-15.0
27	Cc1cccc(Nc2nc(N)nc(CCl)n2)c1C	-1.8	-22.2	-2.4	-3.5	3.2
28	COc1cccc(OC)c1C(=O)Nc1cccc(-c2ccc3nncn3n2)c1	-2.6	0.7	7.2	-4.6	23.8

entry	HSF1 activator	DYRK1A inh	GSK3beta inhib	IEC-6 cytotox	Platelet DG rel
16	-77.7	3.7	1.1	-9.3	13.8
17	-25.9	4.5	3.3	-2.7	1.9
18	-4.8	-2.1	1.7	-5.9	-18.0
19	10.4	11.6	-1.1	2.3	0.5
20	1.9	1.2	-0.4	-2.1	-4.8
21	-6.0	5.9	-7.0	3.7	-0.4
22	15.1	10.3	0.1	-1.5	0.1
23	8.2	7.5	-4.0	/	-2.0
24	-2.6	-6.9	-2.3	0.0	4.4
25	23.1	/	-6.4	0.4	-6.4
26	20.1	4.5	0.1	-2.9	10.9
27	-6.7	/	2.3	101.7*	-0.7
28	-5.1	-2.4	5.0	7.4	-3.1

One compound at a time (already shown). Order of screens: GSK3A inh, KLF5 inh, HSF1 inh, HSP90 inh, aSyn UTR inh, HSF1 activator, DYRK1A inh, GSK3beta inhib, IEC-6 cytotox, Platelet DG rel
COc1cccc(OC)c1C(=O)Nc1cccc(-c2ccc3nncn3n2)c1 is listed as -2.6, 0.7, 7.2, -4.6, 23.8, -5.1, -2.4, 5.0, 7.4, -3.1
COC(=O)C1Sc2[nH]c(=O)sc2C2c3ccccc3OC(=O)C12 (centres undefined) is listed as -1.2, -0.8, -2.6, 1.8, 2.7, -6.0, 5.9, -7.0, 3.7, -0.4
CC1Cn2c(nc3sc4c(c3c2=O)CCC4)N1CCO (centres undefined) is listed as 0.5, -38.9, -4.3, 0.9, -7.6, 10.4, 11.6, -1.1, 2.3, 0.5
Cn1c2ccccc2c2cnn(CC(=O)NCCCN3CCN(c4ccccc4F)CC3)c(=O)c21 is listed as -0.3, -27.4, -3.8, -0.3, 26.9, 1.9, 1.2, -0.4, -2.1, -4.8
Cc1ncc([N+](=O)[O-])n1CC(=O)Nc1ccc(F)cc1 is listed as 1.2, -30.6, -73.9*, -7.0, -20.9, -77.7, 3.7, 1.1, -9.3, 13.8

Bioassay records as filed in PubChem.

A portion of the library. The share of hits here may be higher or lower than overall.
